SKKanGAS inh = SKKanGAS growth inhibition. S. pyogenes SKKanGAS, kanamycin growth, BacTiter-Glo, 6 h. 1.3% of 300,000 active. inhibition, % at 7.5 µM;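 active = mean replicate score, as percent of positive control median, at least 50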;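 note: strain carries kanamycin resistance gene driven by streptokinase promoter and grows in 40 µg/ml kanamycin; loss of luminescence reflects streptokinase promoter inhibition or plain growth inhibition; 0% = median of DMSO wells and 100% = positive control at its reference dose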
TRPC6 activator = mouse TRPC6 channel activation; HEK293-TRPC6 membrane potential dye fluorescence; hits give high values; B-score at 10 µM; 0.13% of 310,000 active;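 active = B-score of the integrated fluorescence ratio above library mean plus 3 SD, and starting fluorescence ratio within library mean plus 5 SD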;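 note: higher score means more depolarization so channel activation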
MrgX1 antag = human MrgX1 receptor antagonism, primary screen; MRGX1-HEK293 calcium flux, Fluo-4, BAM8-22 antagonism; hits give low values; B-score at 10 µM; 1.3% of 310,000 active;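 active = calcium-response B-score plate-corrected more than 3 library SD below zero, starting fluorescence within 5 deviations, no agonist response on first addition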;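 note: peak minus trough fluorescence over baseline after final BAM8-22 challenge near maximal dose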
ANO1 activ = activates or potentiates the mouse TMEM16A chloride channel. HEK293 TMEM16A/YFP-H148Q/I152L, iodide quench fluorescence; hits give low values. 0.3% of 340,000 active. AID 623877. B-score at 10 µM. Q8BHY3;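 active = fluorescence-ratio B-score plate-corrected deviation score at least 3 library SD below zero, with starting fluorescence score within 5 deviations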;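 note: channel opened by trigger with iodide after compound preincubation; score built on the fluorescence ratio of max minus min over baseline; more negative score means more quench and so TMEM16A activation or potentiation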
MrgX1 ag = activates human MrgX1 receptor signaling. 0.44% of 310,000 active. MrgX1-HEK293 cells, Fluo-4 calcium fluorescence, agonist mode; hits give high values. AID 588627. B-score at 10 µM. Q96LB2;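 active = calcium response B-score plate-corrected fluorescence ratio at least 3 library SD, with starting fluorescence B-score inside 5 SD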
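times = overnight plating, then 30 min 37 °C plus 30 min room-temperature dye loading | assay system = stable human MrgX1 HEK293 cell line | input = fifteen thousand cells per well | signal = kinetic calcium dye fluorescence, Fluo-4 NW | dosing = compound delivered in addition one of three | read-out = B-scored fluorescence response ratio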
ANO1 block = mouse TMEM16A channel inhibition, primary screen; Q8BHY3; normalized B-score (activity score, 25-100; higher = stronger inhibition) at 10 µM; 1.2% of 310,000 active; HEK293 TMEM16A/YFP iodide influx fluorescence, ionomycin;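 active = ratio plate-corrected score three or more library SD toward inhibition, starting fluorescence score within five deviations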;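 note: score derived from kinetic fluorescence span divided by baseline fluorescence per well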
TRPC6 inhibitor = inhibitors of mouse TRPC6 channel; Q61143; HEK293-TRPC6, membrane potential dye, ACh-evoked depolarization; hits give low values; B-score at 10 µM; 1.1% of 310,000 active; AID 2553;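 active = B-score under library mean minus 3 SD, initial fluorescence not abnormally high, positive integrated signal ratio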;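 note: B-score derived from integrated fluorescence ratio over the kinetic read; more negative B-score means stronger inhibition of depolarization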
MrgX1 allo act = allosterically activates human MrgX1 receptor signaling; B-score at 10 µM; 0.63% of 310,000 active; MrgX1-HEK293, Fluo-4 calcium flux, FDSS; hits give high values;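 active = plate-corrected calcium response at least 3 library SD above typical, normal starting fluorescence, not activating the receptor alone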;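 note: compound read alongside a low EC10 to EC30 dose of BAM8-22 agonist; peak minus trough fluorescence over baseline measured at the second addition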
TRPC4 act = opens the mouse TRPC4 cation channel; 0.49% of 310,000 active; Q9QUQ5; HEK293 TRPC4beta/mu-opioid, Fluo4 calcium fluorescence; hits give high values; AID 2237; B-score at 10 µM;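 active = B-score above 5 SD of library B-scores, and initial fluorescence ratio not above library mean plus 5 SD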;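 note: positive B-score marks a calcium rise read as TRPC4 activation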
Target sequence (Q9QUQ5 whole entry, looked up): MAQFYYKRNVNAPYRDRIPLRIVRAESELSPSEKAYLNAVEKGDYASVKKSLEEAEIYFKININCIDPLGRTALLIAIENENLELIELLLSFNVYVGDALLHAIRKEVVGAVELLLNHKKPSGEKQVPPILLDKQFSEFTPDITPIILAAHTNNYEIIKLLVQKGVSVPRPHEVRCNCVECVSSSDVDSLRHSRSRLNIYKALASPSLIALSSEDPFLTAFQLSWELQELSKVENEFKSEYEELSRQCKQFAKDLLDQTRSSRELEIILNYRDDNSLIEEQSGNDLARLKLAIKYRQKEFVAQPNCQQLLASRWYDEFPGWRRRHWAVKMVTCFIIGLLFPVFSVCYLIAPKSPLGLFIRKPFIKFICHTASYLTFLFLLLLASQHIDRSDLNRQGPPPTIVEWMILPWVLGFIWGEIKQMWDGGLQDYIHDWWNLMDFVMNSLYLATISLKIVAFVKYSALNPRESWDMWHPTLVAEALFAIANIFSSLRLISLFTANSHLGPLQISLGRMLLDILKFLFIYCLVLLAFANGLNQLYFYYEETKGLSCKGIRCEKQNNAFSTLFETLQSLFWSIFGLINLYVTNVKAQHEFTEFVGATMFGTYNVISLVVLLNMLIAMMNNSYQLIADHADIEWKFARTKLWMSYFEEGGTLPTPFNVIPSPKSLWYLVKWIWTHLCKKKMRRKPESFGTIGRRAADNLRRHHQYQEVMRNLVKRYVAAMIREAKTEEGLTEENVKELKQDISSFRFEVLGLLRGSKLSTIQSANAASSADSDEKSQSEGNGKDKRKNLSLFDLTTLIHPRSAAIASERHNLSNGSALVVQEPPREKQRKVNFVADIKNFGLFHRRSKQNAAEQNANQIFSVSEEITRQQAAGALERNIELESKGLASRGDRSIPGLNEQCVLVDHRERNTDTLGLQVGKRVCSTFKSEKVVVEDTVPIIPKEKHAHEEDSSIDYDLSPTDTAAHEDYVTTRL
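Assay system: HEK293 stable line with TRPC4beta plus mu-opioid receptor. Times: dye 45 min RT, read 110 s. Measured by: kinetic Fluo4 calcium fluorescence. Measure: B score of integrated ratio. Controls: assay buffer as low control, maximal DAMGO as high control.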
TRPC4 PAM = TRPC4 (mouse) allosteric potentiation; B-score at 10 µM; 0.42% of 310,000 active; HEK293 TRPC4beta/mu-opioid, DAMGO EC20, Fluo-4 Ca2+ flux; hits give high values; Q9QUQ5;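 active = B-score of calcium response area above 5 SD of library B-scores, with initial fluorescence ratio within 5 SD of library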;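 note: B-score of integrated fluorescence ratio over time as area under calcium response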
TRPC4 block = inhibitors of mouse TRPC4 channel. Q9QUQ5. HEK293 TRPC4beta/mu-opioid, DAMGO-evoked Fluo4 calcium flux; hits give low values. B-score at 10 µM. 0.39% of 300,000 active;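 active = B-score over 3 SD under the library average, no early fluorescence shift, positive overall ratio signal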
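Assay system – HEK293 line stably carrying TRPC4beta and mu-opioid receptor · Doses – single dose · Detection – Fluo4 calcium-dye fluorescence, kinetic read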
Numbers without * were called inactive; i = inactive; x = not tested or not shown.

SMILES	SKKanGAS inh	TRPC6 activator	MrgX1 antag	ANO1 activ	MrgX1 ag	ANO1 block	TRPC6 inhibitor	MrgX1 allo act	TRPC4 act	TRPC4 PAM	TRPC4 block
CCn1c(COc2cccc(C)c2)nnc1SCC(=O)Nc1cccc(C(=O)O)c1	-8	i	i	i	i	i	i	i	i	i	i
O=C(NCCN1CCOCC1)C1CC(=O)N(c2ccc(F)c(Cl)c2)C1 (centres undefined)	-3	i	i	i	i	i	i	i	i	i	i
COCC1CCN(C(=O)C2CCC(=O)N(Cc3cccc(C(F)(F)F)c3)C2)CC1 (centres undefined)	0	i	x	i	x	x	i	x	i	i	i
C=CCn1cnc2c(c1=O)c1nc3ccccc3nc1n2/N=C/c1cc(OC)c(OC)c(OC)c1	40	i	i	i	i	i	i	i	i	i	i
Cc1ccc(-c2csc(NC(=O)CN3CCOCC3)n2)cc1C	0	i	i	i	i	i	i	i	i	i	i
O=C(CSc1n[nH]c(-c2ccccc2)n1)Nc1ccc(N2CCOCC2)cc1	5	i	i	i	i	i	i	i	i	i	i
Cc1cc(C)c(S(=O)(=O)N2CCOC2CNC(=O)C(=O)NCCN2CCOCC2)c(C)c1 (centres undefined)	18	i	i	i	i	i	i	i	i	i	i
CN(C)c1cccc(C(=O)N(C)C2CCCN(Cc3ccccc3F)C2)c1 (centres undefined)	1	i	i	i	i	i	i	i	i	i	i
Cn1nc(C(=O)N2CCN(c3ccc([N+](=O)[O-])cc3)CC2)c2c1-c1ccccc1S(=O)(=O)C2	10	i	i	i	i	i	i	i	i	i	i
O=C(NCCCCNC(=O)c1ccccc1Br)c1ccccc1Br	-8	i	i	i	i	i	i	i	i	i	i
Cc1cc(C)c(S(=O)(=O)Cc2ccccc2)c(OC(C)C)n1	4	i	i	i	i	i	i	i	i	i	i
CCOc1ccc(CCNC(=O)Nc2ccccc2)cc1OCC	0	i	i	i	i	i	i	i	i	i	i
O=C(NCC1COc2ccccc2O1)c1ccc(Cl)cc1 (centres undefined)	3	i	i	i	i	i	i	i	i	i	i
C=CCn1nnnc1SCC(=O)Nc1cccc(C(F)(F)F)c1	-2	i	i	i	i	i	i	i	i	i	i
O=C(NCCc1ccccc1)C(=O)NCC1CCCN1S(=O)(=O)c1ccccc1 (centres undefined)	-4	i	i	i	i	i	i	i	i	i	i
COC(=O)c1ccc(OC(=O)CCN2C(=O)C3CCCCC3C2=O)cc1 (centres undefined)	-3	i	i	i	i	i	i	i	i	i	i
O=C(COc1ccccc1)Nc1nnc(-c2ccccc2)o1	4	i	i	i	i	i	i	i	i	i	i
Cc1c(C(=O)Nc2ccc3c(c2)OCCO3)sc2nc(-c3ccccc3)cn12	70*	i	i	i	i	25*	i	i	i	i	i
CCOc1ccc(N(CC(=O)N2CCN(c3ccccc3)CC2)S(=O)(=O)c2c(C)noc2C)cc1	0	i	i	i	i	i	i	i	i	i	i
COc1cc(CN2CC(C)CC(C)C2)cc([N+](=O)[O-])c1O (centres undefined)	-11	i	i	i	i	i	i	i	i	i	i
CCOC(=O)N1CCN(C(=O)c2ccc(N(Cc3ccc(Cl)cc3)S(C)(=O)=O)cc2)CC1	-12	i	i	i	i	i	i	i	i	i	i
Cc1cc(C)c(CN2CCC(n3nccc3NC(=O)CCOc3ccccc3)CC2)cc1C	-1	i	i	i	i	i	i	i	i	i	i
Cc1nc2ccn(Cc3ccccc3)c(=O)c2cc1C(=O)N1CCN(c2ccc(F)cc2)CC1	5	i	i	i	i	i	i	i	i	i	i
Cc1cccc2sc(N(CCCN(C)C)C(=O)CCS(=O)(=O)c3ccccc3)nc12	-1	i	i	i	i	i	i	i	i	i	i
Cc1ccc(S(=O)(=O)NCc2ccc(C(=O)NCCc3ccc(S(N)(=O)=O)cc3)cc2)cc1	3	i	i	i	i	i	i	i	i	i	i
CCn1cc(C(=O)N[C@@H](CCSC)C(=O)NCCO)c(=O)c2cc3c(cc21)OCO3	-5	i	i	i	i	i	i	i	i	i	i
N=c1c(S(=O)(=O)c2ccc(Cl)cc2)cc2c(=O)n3ccccc3nc2n1Cc1ccco1	20	i	i	i	i	i	i	i	i	i	i
CCC1CCCCN1CCCNC(=O)c1cn(C)c2ccc(S(=O)(=O)N(C)C3CCCCC3)cc2c1=O (centres undefined)	-3	i	i	i	i	i	i	i	i	i	i
CC(=O)Nc1ccc(S(=O)(=O)Oc2ccc(/C=C3\SC(N)=NC3=O)cc2)cc1	9	i	i	i	i	i	i	i	i	i	i
CCOc1ccc(N(C(=O)c2ccc3c(c2)OCO3)C2C=CS(=O)(=O)C2)cc1 (centres undefined)	-1	i	i	i	i	i	i	i	i	i	i
CN(Cc1ccon1)C(=O)CC1C(=O)NCCN1CC1CCCCC1 (centres undefined)	-2	i	i	i	i	i	i	i	i	i	i
CC(=O)N1CCc2c(sc(NC(=O)CCS(=O)(=O)c3ccccc3)c2C(N)=O)C1	33	i	i	i	i	i	i	i	i	i	i
CCn1c(Cc2ccccc2)nnc1SCC(=O)Nc1nc(C)c(C)s1	-3	i	i	i	i	i	i	i	i	i	i
Cc1nnc(C)n1N1C(=O)c2cccc3cccc(c23)C1=O	0	i	i	i	i	i	i	i	i	i	i
CN(C)S(=O)(=O)N1CCN(c2ccccc2Cl)CC1	-3	i	i	i	i	i	i	i	i	i	i
O=C(CCn1nnc(-c2cccs2)n1)NCc1ccccc1Cl	6	i	i	i	i	i	i	i	i	i	i
CCOC(=O)C1CCN(C(=O)CCNC(=O)Cn2ccc3ccccc3c2=O)CC1	4	i	i	i	i	i	i	i	i	i	i
COCCN(CCOC)Cc1c(C)[nH]c2c(C)c(C)ccc2c1=O	4	i	i	i	i	i	i	i	i	i	i
COc1ccc(CCNC(=O)COC(=O)Cc2cccc3ccccc23)cc1	-17	i	i	i	i	i	i	i	i	i	i
CCCCCCCCc1nc(=S)[nH][nH]1	-6	i	i	i	i	i	i	i	i	i	i
CC(=O)NNC(=O)c1csc(-c2csc(C)n2)n1	-6	i	i	i	i	i	i	i	i	i	i
CCC(NC(=O)CCc1nnc(-c2cc(C)on2)o1)C12CC3CC(CC(C3)C1)C2 (centres undefined)	5	i	i	i	i	i	i	i	i	i	i
CCc1ccc(N2C(=O)CC(N3CCC(C(=O)OC)CC3)C2=O)cc1 (centres undefined)	-1	i	i	i	i	i	i	i	i	i	i
CC(C)(C)S(=O)(=O)/C(C#N)=C/c1sccc1C1OCCO1	32	i	i	i	i	i	i	i	i	i	i
Cc1ccc(C)c(NC(=O)CN2C(=O)COc3ccc(S(=O)(=O)N4CCCC4)cc32)c1	-1	i	i	i	i	i	i	i	i	i	i
O=C(NCc1cccnc1)C(=O)Nc1ccc([N+](=O)[O-])cc1	1	i	i	i	i	i	i	i	i	i	i
CCc1nc(SCC(=O)Nc2ccccc2)c2c(=O)n(C)c(=O)n(C)c2n1	-9	i	i	i	i	i	i	i	i	i	i
CCOc1ccccc1C(=O)NC1CCN(Cc2ccccc2)CC1	1	i	i	i	i	i	i	i	i	i	i
O=C(c1sc2ccccc2c1Cl)N1CCN(CCc2ccccn2)CC1	-7	i	i	i	i	i	i	i	i	i	i
COc1ccc(C(CC(=O)Nc2cc(OC)cc(OC)c2)n2cccc2)cc1 (centres undefined)	13	i	i	i	i	i	i	i	i	i	i
C=CCOC(=O)C1=C(C)NC(=O)NC1c1ccc2c(c1)OCO2 (centres undefined)	0	i	i	i	i	i	i	i	i	i	i
CCc1ccc(C(=O)NNC(=O)CCN2CCN(Cc3ccccc3)CC2)cc1	-5	i	i	i	i	i	i	i	i	12*	i
CN1N=C(C(F)(F)F)CC1=O	0	i	i	i	i	i	i	i	i	i	i
O=C(NCCc1c[nH]c2ccccc12)C1Cc2ccccc2CN1C(=O)c1ccco1 (centres undefined)	-3	i	i	i	i	i	i	i	i	i	i
Cc1cccc(N2CCN(CCCNC(=O)C3CCCN(c4ncnc5c4nc4n5CCCCC4)C3)CC2C)c1 (centres undefined)	-2	i	i	i	i	i	i	i	i	i	i
CCOC(=O)c1[nH]nc(C(=O)c2ccc(Br)cc2)c1O	-4	i	i	i	i	i	i	i	i	i	i
CCc1ccc(S(=O)(=O)N2CCN(C(=O)c3cccnc3)CC2)cc1	3	i	i	i	i	i	i	i	i	i	i
CCCCCC1CC(CC#CCN2CCOCC2)C(=O)O1 (centres undefined)	-6	i	i	i	i	i	i	i	i	i	x
CC(=O)c1c(C)[nH]c(C(=O)COC(=O)CCSc2ccccc2)c1C	-13	i	i	i	i	i	i	i	i	i	i
COc1ccc(NS(=O)(=O)c2ccc(C)c(C(=O)NCc3cccnc3)c2)cc1	-3	i	i	i	i	i	i	i	i	i	i
The results go on:
SMILES	SKKanGAS inh	TRPC6 activator	MrgX1 antag	ANO1 activ	MrgX1 ag	ANO1 block	TRPC6 inhibitor	MrgX1 allo act	TRPC4 act	TRPC4 PAM	TRPC4 block
CCOc1ccc(-c2nc(N)nc(C)c2-c2ccc(Cl)cc2)c(O)c1	0	i	i	i	i	i	i	i	i	i	i
CN(CC(=O)Nc1ccc(F)c(F)c1F)C(=O)CC1OC(=O)c2ccccc21 (centres undefined)	-2	i	i	i	i	i	i	i	i	i	i
O=C(c1ccccc1-n1cccn1)N1CCc2c([nH]c3ccccc23)C1c1ccccn1 (centres undefined)	-2	i	i	i	i	i	i	i	i	i	i
CCOC(=O)N1CCN(CCC(=O)Nc2cc(C)ccc2OC)CC1	-3	i	i	i	i	i	i	i	i	i	i

Profiles, looked up by structure. Screens in order: SKKanGAS inh, TRPC6 activator, MrgX1 antag, ANO1 activ, MrgX1 ag, ANO1 block, TRPC6 inhibitor, MrgX1 allo act, TRPC4 act, TRPC4 PAM, TRPC4 block
Entry for CN(CC(=O)Nc1ccc(F)c(F)c1F)C(=O)CC1OC(=O)c2ccccc21 (centres undefined) : -2, i, i, i, i, i, i, i, i, i, i
Entry for CCOC(=O)N1CCN(CCC(=O)Nc2cc(C)ccc2OC)CC1 : -3, i, i, i, i, i, i, i, i, i, i
Entry for O=C(c1ccccc1-n1cccn1)N1CCc2c([nH]c3ccccc23)C1c1ccccn1 (centres undefined) : -2, i, i, i, i, i, i, i, i, i, i
